FXN GAA850 act = activators of GAA850 frataxin (FXN) promoter. HEK293 lucGAA850 FXN promoter luciferase reporter, 24 h; percent of 10 µM SAHA response. hit rate 0.56% among 360,000. AID 540364. activation, % at 6 µM;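 active = activation above the average of all compounds screened plus 3 SD, cutoff fixed separately per campaign, cut at about 7.5% in these data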;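 also: 0% = DMSO wells and 100% = 10 µM SAHA wells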
Active calls of the source: *.

SMILES | FXN GAA850 act
O=S(=O)(c1cccc2cnccc12)N1CCCNCC1 | -1.7

Not all compounds are listed; the hit share may differ from the screen's.
